OX1R antag-1: blocks the human orexin 1 receptor. inhibition, % at 5 µM. AID 434989. actives 0.43% (n = 330,000). O43613. CHO/OX1R cells, Fluo-8 calcium fluorescence, orexin A;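 active = inhibition above its plate's threshold, mean inhibition of all tested compounds on the plate plus 3 SD, cut at about 37% in these data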;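 note: 0% = orexin A challenge wells and 100% = SB-334867-A antagonist wells; not every result past the cut was called active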
Target sequence (O43613 whole entry, looked up): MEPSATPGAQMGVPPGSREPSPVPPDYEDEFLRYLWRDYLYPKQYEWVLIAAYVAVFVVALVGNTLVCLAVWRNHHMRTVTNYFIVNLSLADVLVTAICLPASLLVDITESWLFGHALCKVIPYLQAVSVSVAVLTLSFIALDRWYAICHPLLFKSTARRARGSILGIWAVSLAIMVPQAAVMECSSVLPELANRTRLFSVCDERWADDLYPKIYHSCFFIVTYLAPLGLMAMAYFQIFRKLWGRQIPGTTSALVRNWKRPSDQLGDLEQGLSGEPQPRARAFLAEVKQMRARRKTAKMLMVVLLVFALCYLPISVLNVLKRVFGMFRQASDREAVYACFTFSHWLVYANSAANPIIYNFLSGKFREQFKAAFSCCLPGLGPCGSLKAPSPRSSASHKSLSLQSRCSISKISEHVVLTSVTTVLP
OX1R antag-2: antagonists of human orexin 1 receptor (OX1R). O43613. OX1R-expressing cells, FRET antagonist read-out. inhibition, % at 6.6 µM. actives 1.8% (n = 330,000). AID 485270; in the data active = inhibition mostly above about 38%, no sharp cut-off; inactive = mostly below about 40%;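 note: 0% = agonist challenge alone and 100% = reference antagonist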
An asterisk follows results filed as active.

item	OX1R antag-1	OX1R antag-2	canonical_smiles
1	0	17	CCOC(=O)c1oc2nc3c(cc2c1N)COC(C)(C)C3
2	-11	8	CC(=O)Nc1ccc(NC(=O)/C=C/c2ccc(Cl)cc2)cc1
3	-21	0	COc1cc(OC)cc(C(=O)N2CCN(S(=O)(=O)c3ccc(Cl)s3)CC2)c1
4	-14	6	CCCC[C@@H]1C=C(C(=O)O)[C@H](c2ccc(Br)cc2)N1S(=O)(=O)c1ccc(C)cc1
5	-12	18	O=C(C1CCN(S(=O)(=O)Cc2ccccc2)CC1)N1CCN(c2ncccn2)CC1
6	-25	-1	COc1ccc(-c2nc(CS(=O)CC(=O)NC3CCCCC3C)c(C)o2)cc1 (configuration not stated)
7	-24	37	O=C(c1cnn2c(C(F)(F)F)cc(-c3ccc(F)cc3)nc12)N1CCc2ccccc2C1
8	-9	9	CC(N=C1NS(=O)(=O)c2ccccc21)c1ccccc1 (configuration not stated)
9	-14	12	CC(C)(C)n1nc2c(c1NC(=O)c1ccccc1C(F)(F)F)CS(=O)(=O)C2
10	-11	11	Cn1c2c(c(=O)n(C)c1=O)C1(C(=O)Nc3ccccc31)C(C#N)=C(N)O2 (configuration not stated)
11	-37	9	Cc1ccccc1Cn1c(=O)n(CC2CCC(C(=O)NCCc3ccccc3)CC2)c(=O)c2ccccc21 (configuration not stated)
12	-10	2	Cc1nc(-c2ccc(S(=O)(=O)N3CCN(c4cccc(C)c4C)CC3)cc2)co1
13	-5	12	COC(=O)Cc1c(O)ccn(CCc2c[nH]c3ccc(OC)cc23)c1=O
14	-19	2	CCOc1ccc(N2C(=O)S/C(=C\c3cc(OC)c(OC)c(OC)c3)C2=O)cc1
15	-26	19	CCOc1ccc(S(=O)(=O)N/N=C(\C)c2ccc(OC)cc2OC)cc1
16	-10	10	C[C@@H]1O[C@@H](OC2C(O)C(OCCc3ccc(O)c(O)c3)OC(CO)C2OC(=O)/C=C/c2ccc(O)c(O)c2)[C@H](O)[C@H](O)[C@H]1O (some centres not stated)
17	-20	31	Cc1ccc(-n2c(O)c(C=NC3CCS(=O)(=O)C3)c3ccccc3c2=O)cc1C (configuration not stated)
18	-15	13	COc1cccc(-c2cc3onc(-c4ccccc4)c3c(=O)n2C)c1
19	-8	4	O=C(CO)N/N=C/c1ccc(Cl)cc1
20	-33	4	COC(=O)C1C(=O)C2=C(CC1C)NC(C)=C(C(=O)OC1CCCC1)C2c1ccc(N(C)C)cc1 (configuration not stated)
21	10	-5	CCCCC1CCC(C(=O)OCC(=O)Nc2ccc(S(N)(=O)=O)cc2)CC1 (configuration not stated)
22	17	6	Cc1cccc(NC(=S)N2CCN(S(C)(=O)=O)CC2)c1
23	-8	15	CCOCCn1c(=NC(=O)c2cc(Cl)sc2Cl)sc2cc(S(N)(=O)=O)ccc21
24	-30	26	COc1ccc(CCNC(=O)c2ccc(SC)cc2OC)cc1
25	-3	3	CC1CN(C(=O)c2ccc(C(=O)c3ccccc3)cc2)CC(C)O1 (configuration not stated)
26	-4	4	COc1ccc(/C=C/C(=O)OCC(=O)NC2CCCC2)cc1
27	-21	10	CCCCCCC1CC(CSc2ncn[nH]2)OC1=O (configuration not stated)
28	-11	10	COc1ccc2cc(/C=N/NC(=O)c3ccc(CN(c4cccc(Cl)c4Cl)S(C)(=O)=O)cc3)c(Cl)nc2c1
29	-11	5	CC(C)(C)OC(=O)C[C@H]1C/C=C\C[C@@H](CC(=O)N(CCO)Cc2ccccc2)C(=O)NCCOC1=O
30	-17	4	Cc1ccnc(N2CCC(C(=O)NNC(=O)COc3cccc4ccccc34)CC2)n1
31	0	17	COc1ccc(CC(=O)N2N=C(C)CC2(O)c2cccnc2)cc1OC (configuration not stated)
32	-5	7	Nc1cc(=O)[nH]c(SCC(=O)N2CCCCC2)n1
33	-2	56	CN(C)c1nc(N)c(C(=O)N=C(N)N)nc1Cl
34	-9	9	CCCC(C)NC1=NCCCCC1 (configuration not stated)
35	-21	8	Cc1nc2c(sc3nc4c(cc32)COC(C)(C)C4)c(=O)n1CC(=O)NCc1ccco1
36	-1	9	CC(C)c1ccccc1NC(=O)COC(=O)Cc1c[nH]c2ccccc12
37	-17	14	COC(=O)CN1CC(=O)N(c2ccccc2)C1=S
38	33	20	CNc1ccccc1C(C)(C)c1cc(-c2cccc(Br)c2)no1
39	5	32	CC(C)(C)C1CCC2(CC1)SCC(=O)N2c1ccccc1 (configuration not stated)
40	10	5	Cc1noc(C)c1C(=O)OCC(=O)NCCc1ccc(S(N)(=O)=O)cc1

4 of these compounds in a different format:
nr	smiles	OX1R antag-1	OX1R antag-2
35	Cc1nc2c(sc3nc4c(cc32)COC(C)(C)C4)c(=O)n1CC(=O)NCc1ccco1	-21	8
36	CC(C)c1ccccc1NC(=O)COC(=O)Cc1c[nH]c2ccccc12	-1	9
37	COC(=O)CN1CC(=O)N(c2ccccc2)C1=S	-17	14
38	CNc1ccccc1C(C)(C)c1cc(-c2cccc(Br)c2)no1	33	20

The main list resumes with the 6 entries that preceded the break.
item	OX1R antag-1	OX1R antag-2	canonical_smiles
35	-21	8	Cc1nc2c(sc3nc4c(cc32)COC(C)(C)C4)c(=O)n1CC(=O)NCc1ccco1
36	-1	9	CC(C)c1ccccc1NC(=O)COC(=O)Cc1c[nH]c2ccccc12
37	-17	14	COC(=O)CN1CC(=O)N(c2ccccc2)C1=S
38	33	20	CNc1ccccc1C(C)(C)c1cc(-c2cccc(Br)c2)no1
39	5	32	CC(C)(C)C1CCC2(CC1)SCC(=O)N2c1ccccc1 (configuration not stated)
40	10	5	Cc1noc(C)c1C(=O)OCC(=O)NCCc1ccc(S(N)(=O)=O)cc1
41	-17	16	COc1cccc(N2C(=NC(=O)C3CCCCC3)SC3CS(=O)(=O)CC32)c1 (configuration not stated)
42	-11	25	CCC(=O)Nc1cnc(NC(=O)c2cccc(F)c2)cc1C
43	-20	9	CCN(CC)S(=O)(=O)c1ccc(NC(=O)c2c(-c3ccccc3)noc2C)cc1
44	6	11	O=C(CSc1ncccc1C(=O)O)c1ccc2ccccc2c1
45	3	6	Cc1ccc(NC(=O)Cc2ccc([N+](=O)[O-])cc2)c(Br)c1
46	-10	4	CCN(CC(=O)NCc1cccs1)C(=O)c1ccc(S(=O)(=O)N(C)c2ccccc2)cc1
47	-6	12	Cc1ccc(S(=O)(=O)NC(CC(=O)O)c2ccco2)cc1 (configuration not stated)
48	-20	0	COCc1cc(=O)[nH]c(Cc2c(Cl)cccc2Cl)n1
49	-14	11	CN(CC(=O)Nc1cccc(F)c1)C(=O)c1sc2ccccc2c1Cl
50	-16	12	CCOc1ccc(OCCC(=O)N(CCC2=CCCCC2)c2c(N)n(Cc3ccccc3)c(=O)[nH]c2=O)cc1
51	-25	23	CCOC(=O)C1=C(c2ccccc2)Nc2ncnn2C1c1ccc(OC)c(OC)c1OC (configuration not stated)
52	-13	18	O=C1[C@H]2[C@@H](c3ccc(Cl)cc3)N3C(=O)N(c4cccc(F)c4)C(=O)[C@@]3(Cc3ccccc3)[C@H]2C(=O)N1C1CCCCC1
53	-21	11	CCC(=O)N1N=C(c2ccc(NS(C)(=O)=O)cc2)CC1c1ccc(C)cc1 (configuration not stated)
54	-35	1	CCC1CCC(C(=O)NC(C(=O)NCCCN2CCCCC2C)C(C)C)CC1 (configuration not stated)
55	3	37*	O=C(O)c1ccc(-n2c(/C=C/c3ccccc3)nc3ccccc3c2=O)cc1
56	-9	7	O=C(COc1ccc(S(=O)(=O)N2CCOCC2)cc1)N1CCCCCC1
57	-14	-7	CCN(CC(=O)Nc1ccccc1C(F)(F)F)C(=O)c1ccc2c(=O)n3c(nc2c1)CCC3
58	-14	15	C=CCC1(C(=O)NCCO)CCN(C(=O)OC(C)(C)C)CC1
59	-31	33	COc1ccc(CC(=O)NCC(C)(C)N2CCOCC2)cc1
60	-15	19	CCOC(=O)c1c(NC(=O)c2cc(C)oc2C)sc(C(=O)Nc2ccc(Cl)cc2)c1C
61	-16	-6	O=C(O)c1ccc(S(=O)(=O)NCc2ccc3c(c2)OCO3)cc1
62	-12	18	c1coc(-c2nnc(SCc3cn4ccccc4n3)o2)c1
63	-5	3	CSc1ncccc1C(=O)NCc1ccccc1Cl
64	2	83*	CCOC(=O)c1ccc([N+](=O)[O-])cc1NC(C)=O
65	-14	13	COc1ccc(N2CCN(CCCNC(=O)CCCn3c(=O)[nH]c4ccsc4c3=O)CC2)cc1
66	1	10	O=C(O)c1cccc(Cn2cccn2)c1
67	-9	18	Cc1[nH]n(-c2ccc(Cl)cc2)c(=O)c1/C=N/n1c(C)nc2ccccc2c1=O
68	-8	13	CC(C)(C)c1cc(C(=O)N/N=C/c2ccco2)n[nH]1
69	-9	4	COc1cc(C(=O)Nc2ccc(C(=O)NCC3CCCO3)cc2)cc(OC)c1OC (configuration not stated)
70	-1	20	COc1ccc(N2CCN(C3CCCN(C(=O)c4cccc(C)n4)C3)CC2)cc1 (configuration not stated)
71	-8	12	NC(=O)COC(=O)C(Cc1ccccc1)NS(=O)(=O)c1ccccc1F (configuration not stated)
72	9	4	CC1=C([N+](=O)[O-])C(c2ccc3c(c2)OCO3)N(C)C(=O)N1C (configuration not stated)
73	-20	17	COc1c(C)cc(S(=O)(=O)NC2CC(C)(C)NC(C)(C)C2)c(C)c1C
74	-1	9	COc1cc(C2SCC(=O)N2c2nnc(C34CC5CC(CC(C5)C3)C4)s2)cc(OC)c1OC (configuration not stated)
75	-2	0	O=C(CNC(=O)c1ccncc1)N/N=C/c1ccc(Br)cc1
76	-6	2	OCCCn1c(-c2ccccc2)nc(=S)c2c1CCCC2
77	-23	24	COc1ccc(O)c(C(=O)c2cnn(-c3ccccc3)c2)c1
78	-35	14	O=C1C2C3c4ccccc4C(c4ccccc43)[C@@H]2C(=O)N1c1nc(-c2ccccc2)cs1 (some centres not stated)
79	-11	57	Cc1cc[n+](-c2nc3ccccc3nc2[N-]S(=O)(=O)c2cccs2)cc1C
80	-18	16	COC(=O)C1=C(C)NC2=C(C(=O)c3ccccc32)C1c1cccc(OC)c1 (configuration not stated)
81	7	16	O=C(CCNS(=O)(=O)c1ccccc1C(F)(F)F)N1CCN(S(=O)(=O)c2cccc(F)c2)CC1
82	-20	3	Clc1ccc(-c2nc3cnccn3c2Nc2ccc3c(c2)OCO3)cc1
83	-23	11	Cn1c(=O)[nH]c(=O)c2c1nc(NCc1ccco1)n2Cc1ccccc1Cl
84	-10	12	COc1ccc(N2CCN(C(=O)c3ccc(NS(=O)(=O)c4cccc(F)c4)cc3)CC2)cc1
85	-14	3	CC(=O)N1CCc2c(sc(NC(=O)C3CCN(S(=O)(=O)c4cccs4)CC3)c2C(N)=O)C1
86	-12	8	Cc1ccc2nc3n(c(=O)c2c1)-c1ccccc1C(=O)NC3Cc1ccc(O)cc1 (configuration not stated)
87	-9	1	CC1(C)Cc2nc(-c3ccccc3)nc(NNC(=O)c3ccco3)c2CO1
88	-24	8	c1ccc2c(c1)COC(CNC1CCCCC1)OC2
89	-22	7	OC(CNCc1cccc(Br)c1)c1ccccc1 (configuration not stated)
90	0	2	COc1ccc(C(=O)OCC(=O)c2ccc[nH]2)cc1

(further entries)
item	OX1R antag-1	OX1R antag-2	canonical_smiles
91	-11	-4	COc1ccc(OS(=O)(=O)Cc2ccccc2)cc1
92	-27	8	O=C(NCCOc1ccccc1F)C1CC(=O)N(Cc2ccccc2)C1 (configuration not stated)
93	-1	13	N#Cc1nc(Cc2ccccc2)oc1NCCCn1ccnc1
94	-19	9	O=S(=O)(c1ccc(Br)cc1)N1CCN(c2ccc3nnc(-c4ccccc4)n3n2)CC1
95	-24	4	O=C(CC1C[C@H](C(=O)N2CCCCC2)[C@@]2(CCc3ccccc3)c3[nH]c4ccccc4c3CCN2C1=O)NCc1cccc(C(F)(F)F)c1 (some centres not stated)
96	-16	44	CC(Oc1cccc(NC(=O)c2cccs2)c1)C(=O)c1ccccc1 (configuration not stated)
97	-2	5	CCN(CC)C(=O)CSc1nnc(CCNC(=O)OC(C)(C)C)o1
98	10	23	COc1cc(C(C[N+](=O)[O-])c2c(C)[nH]c3ccccc23)ccc1O (configuration not stated)
99	-36	17	CCOC(=O)N1CCC(NC(=O)CS(=O)(=O)Cc2nc(-c3cccc(OC)c3)oc2C)CC1
100	-3	10	Cc1ccc(C(=O)OCC(=O)NC(C)C2CC3CCC2C3)cc1N (configuration not stated)
101	-28	5	CC(C)(C)c1ccc(C(=O)N2CCN(S(=O)(=O)c3ccc(Br)s3)CC2)cc1
102	-27	4	COc1cc(C)ccc1OCCOCCN(C)Cc1ccccc1
103	-9	6	COc1ccccc1/C=C/C=N/NC(=O)c1cccs1
104	-29	6	O=C(Cc1cccs1)Nc1nc2c(s1)CCCC2
105	-18	12	O=C(CSCc1ccccc1Br)N/N=C/c1ccccc1C(=O)O
106	-22	3	O=C(NCCCNC(=O)c1ccco1)c1ccc(Cl)cc1
107	-20	18	O=C(CN1C(=O)COc2ccc(Cl)cc21)N1CCc2ccccc21
108	-7	9	CC1CCN(C(=O)COC(=O)c2ccc(F)c(S(=O)(=O)N3CCOCC3)c2)CC1
109	-22	17	CC(=O)c1cccc(NC(=O)c2nc(-c3ccccc3)oc2C)c1
110	-7	17	CCOC(=O)C(C)(C)N(Cc1ccc(Cl)cc1)S(=O)(=O)c1ccc(Cl)c([N+](=O)[O-])c1
111	2	4	Cc1ccc(S(=O)(=O)/N=C(/Nc2nc(C)cc(C)n2)N2CCOCC2)cc1
112	0	2	O=C1NC[C@@H](c2ccccc2)OC(=O)[C@H](Cc2ccc(F)cc2)C/C=C\C[C@@H]1CC(=O)N(CCO)Cc1ccccc1
113	-1	8	O=c1c2cc(N3CCOCC3)ccc2[nH]c(=S)n1Cc1ccco1
114	-2	29	C=CCn1c(SCC(=O)NC23CC4CC(CC(C4)C2)C3)nc2cc(C(=O)O)ccc2c1=O
